mcGAS inh – inhibitors of mouse cGAS; recombinant cGAS, Kinase-Glo ATP depletion luminescence; inhibition, % at 12.5 µM; 160,000 compounds, 0.15% hits; AID 1259399;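 further: 0% = negative control wells and 100% = reference inhibitor with no enzyme activity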
hcGAS lum – blocks human cGAS activity | 290,000 compounds, 0.081% hits | recombinant h-cGAS, ATP depletion, Kinase-Glo luminescence | inhibition, % at 12.5 µM | Q8N884;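 further: 0% = vehicle reaction and 100% = reaction without DNA for no activity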
Target sequence (Q8N884 whole entry, looked up): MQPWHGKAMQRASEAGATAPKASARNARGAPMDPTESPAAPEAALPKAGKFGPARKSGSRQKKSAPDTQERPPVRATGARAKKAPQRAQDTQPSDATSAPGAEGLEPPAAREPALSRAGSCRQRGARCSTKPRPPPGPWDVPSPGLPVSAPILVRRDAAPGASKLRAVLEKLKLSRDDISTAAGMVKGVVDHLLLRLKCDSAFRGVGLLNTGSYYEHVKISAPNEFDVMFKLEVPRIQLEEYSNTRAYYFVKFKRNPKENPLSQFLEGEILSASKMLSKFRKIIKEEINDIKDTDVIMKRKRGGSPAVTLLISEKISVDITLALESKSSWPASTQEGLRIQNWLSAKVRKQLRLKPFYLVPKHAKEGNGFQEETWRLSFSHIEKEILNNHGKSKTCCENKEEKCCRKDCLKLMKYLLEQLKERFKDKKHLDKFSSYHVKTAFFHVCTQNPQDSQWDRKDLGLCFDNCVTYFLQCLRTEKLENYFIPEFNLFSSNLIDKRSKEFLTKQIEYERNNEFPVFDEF
NPYLR7 ag – activates Aedes aegypti NPYLR7 receptor. HEK293T NPYLR7/Galpha15, GCaMP6s calcium fluorescence. 270,000 compounds, 0.15% hits. AID 1259423. activation, % at 10 µM; in the data active means activation above about 40%;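 further: 0% = vehicle and 100% = reference agonist at the receptor; some compounds past the cut are filed as inactive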
* = called active by the depositor; . = no result given. Unless noted, no stated cut-off is given here; in the data, active means inhibition above about 40%; inactive means the rest.

Every second line gives: mcGAS inh, hcGAS lum, NPYLR7 ag
> Cc1nn(C)c(C)c1C(=O)N1CCN(S(=O)(=O)c2cc(Cl)ccc2Cl)CC1
  ., -5, 1
> Cc1ccc(C=C2SC(=S)N(Cc3ccco3)C2=O)s1
  ., -2, 3
> O=C(Nc1ccc(S(=O)(=O)NC2CC2)cc1)c1oc2ccccc2c1CSCc1ccccc1
  -9, -3, 6
> Cc1cc(C=C2C(=O)Nc3ccccc32)c(C)n1-c1ccc(Cl)cc1
  -6, -5, -4
> Cc1ccc(Oc2ncccc2CNc2cc(C)c3ccccc3n2)cn1
  ., -1, -5
> CC(=O)Nc1ccc(SCc2ccc(F)cc2)nn1
  ., -1, 2
> O=C1CSC(=NN=Cc2ccc(F)cc2)N1
  -3, -5, 1
> O=C(Nc1sc2c(c1C(=O)NCC1CCCO1)CCCC2)c1cccs1 (stereo unspecified)
  ., -12, 12
> O=C(O)c1cccc(NCN2C(=O)c3cccc([N+](=O)[O-])c3C2=O)c1
  ., 1, 3
> C=CCN(Cc1cn(-c2ccc(C)cc2)nc1-c1cccc(C)c1)C1CCS(=O)(=O)C1 (stereo unspecified)
  -10, -8, 10
> Cc1ccc(C)c(OCCn2nc(C)c(C)c(C#N)c2=O)c1
  ., -5, 12
> Cc1ccsc1CN(C(=O)c1ccc(S(N)(=O)=O)cc1)C1CC1
  -16, -6, -6
> COCCN(CC(=O)N1CCc2sccc2C1COc1ccccc1)C(=O)c1ccccc1F (stereo unspecified)
  -5, -2, -3
> Fc1ccc(OCc2nc(-c3ccc(-n4cccc4)cc3)no2)c(F)c1
  ., -8, -5
> CCc1ccc(NC(=O)Cn2nc(NC)c(-c3nc(-c4ccccc4)no3)c2N)cc1
  -11, -7, .
> Cc1ccsc1-c1nc(C(N)=O)c2[nH]c(=O)n(-c3ccc(F)cc3)c2n1
  -8, -5, 1
> COCc1c(C(=O)Nc2ccc(C(=O)OC)cc2)oc2ccccc12
  -7, -5, 2
> COc1ccc(OC)c(CN2CCCn3cccc3C2c2ccc(C(F)(F)F)cc2)c1 (stereo unspecified)
  -4, -7, -1
> Nc1cc(=O)[nH]c2nnc(SCc3nnnn3-c3ccccc3)n12
  ., -6, -1
> Clc1ccccc1CSc1nncn1NC/C=C/c1ccccc1
  ., 13, 7
> O=C(c1c(F)cccc1F)N1CCC(c2nc(-c3ccc(Cl)cc3)no2)CC1
  -6, -4, 7
> NC(=O)c1ccc(CN2CCC(C(=O)N3CCCCCC3)CC2)cc1
  -9, -4, -3
> CCc1cccc2c(C(CC(=O)NCc3ccccn3)c3ccc(OC)c(OC)c3)c[nH]c12 (stereo unspecified)
  -4, 1, 5
> CC(NC(=O)CN1CCCC(C(=O)N2CCOCC2)C1)c1ccc2c(c1)CCCC2 (stereo unspecified)
  ., -13, 5
> Cc1ccc2[nH]c3c(=O)n(CCC(=O)N4CCN(c5ccc(F)cc5)CC4)cnc3c2c1
  -11, -6, .
> Cn1c(=O)[nH]c(=O)c2c1nc(SCC(=O)OCc1ccccc1)n2Cc1ccccc1Cl
  ., -7, -2
> Cc1nc2sc3c(N4CCC(C)CC4)ncnc3c2c2c1COC(C)(C)C2
  ., -5, 8
> CC(c1cccs1)N(C)Cc1cnc(-c2ccco2)nc1 (stereo unspecified)
  -12, -5, 10
> COCCNC(=O)CCN(CCc1ccccc1)c1nc(-c2ccc(Cl)cc2)nc2ccccc12
  -4, -4, -15
> O=C(Nc1ccc(N2CCOCC2)cc1)c1csc([C@@H]2O[C@H](CO)[C@H](O)[C@H](O)[C@H]2O)n1
  -7, -9, 2

Retrieved by structure from above, 3 records:
Every second line gives: mcGAS inh, hcGAS lum, NPYLR7 ag
> O=C1CSC(=NN=Cc2ccc(F)cc2)N1
  -3, -5, 1
> COc1ccc(OC)c(CN2CCCn3cccc3C2c2ccc(C(F)(F)F)cc2)c1 (stereo unspecified)
  -4, -7, -1
> O=C(O)c1cccc(NCN2C(=O)c3cccc([N+](=O)[O-])c3C2=O)c1
  ., 1, 3

Remaining list, next part:
Every second line gives: mcGAS inh, hcGAS lum, NPYLR7 ag
> CNC(=O)C1CCCN1C(=O)c1ncc(C(C)(C)C)o1 (stereo unspecified)
  -6, -4, -1
> CSc1nc2c(c(=O)n(C)c(=O)n2C)n1C
  -5, 1, 6
> CCNC(=O)c1ccccc1-c1cc2ccccc2nc1OC
  -13, 0, 20
> N#Cc1cnn(C(=O)CCn2ccc3ccccc32)c1N
  ., -8, 9
> C=CCNC(=O)c1nc(C(=O)N2CCc3sccc3C2C)cs1 (stereo unspecified)
  ., -17, 6
> Cc1ccc(-n2c(-c3ccc(F)cc3)cc(C(=O)N3CCN(C(=O)Cc4cccs4)CC3)c2C)cc1
  -6, -5, 24
> Cc1cc(C(=O)N(CCCN2CCOCC2)c2nc3c(Cl)cccc3s2)n(C)n1
  -7, -11, 1
> Cc1ccc(C(NC(=O)C2CCN(CCN3C(=O)c4ccccc4C3=O)CC2)c2ccccn2)cc1 (stereo unspecified)
  -1, 1, -7
> O=C1CCC2(CCCO2)CCN1Cc1ccccc1-c1ccccc1 (stereo unspecified)
  -13, -4, .
> CN1CCC2(CC1)CN(Cc1ccc(C3CCCCO3)o1)CCCN2C (stereo unspecified)
  -9, -6, -4
> CC(C)N1C(=O)CN(CN(C)Cc2ccc(C#N)cc2)C1=O
  ., -8, 0
> Cc1ccc(N2CCN(C(=O)C(C)(C)C)C(C)C2=O)cc1F (stereo unspecified)
  -7, -6, 23
> O=C(N=Nc1c(O)[nH]c2ccccc12)c1cc(C2CC2)[nH]n1
  -4, -6, 7
> C=c1[nH]/c(=C\c2ccc(OC)cc2OC)c(=O)o1
  -5, -2, -5
> CCC(C(=O)N1CCCN(c2nc(CCC(C)C)nc3c2cnn3-c2cccc(Cl)c2)CC1)c1ccccc1 (stereo unspecified)
  -5, -3, 29
> CN1C(=O)CC(CC(=O)N2CCCCC2c2nccs2)(c2ccc(-c3ccccc3)cc2)C1=O (stereo unspecified)
  -8, -5, 8
> Cn1ccnc1Sc1nnnn1-c1ccccc1
  ., -3, 2
> CC12CCC(=O)C=C1CCN(C(=O)c1ccccc1)C2 (stereo unspecified)
  -7, -3, 3
> Cn1cc(-c2csc(Nc3ccc(C#N)cc3)n2)cn1
  ., -3, 0
> CC1NC(=S)N(c2ccc(N3CCOCC3)cc2)C1=O (stereo unspecified)
  ., -14, 5
> Cc1nc(C)n(CCNc2nc(-c3ccncc3)nc3c2CCNC3)n1
  ., -6, 2
> COc1cccc(NC(=O)C2(C)CCN2C(=O)CCc2ccc(Cl)cc2Cl)c1 (stereo unspecified)
  -3, 5, -5
> COc1ccccc1C1=NOC(CN(Cc2cccc(F)c2)C(=O)C2CC2)C1 (stereo unspecified)
  3, 4, -12
> COCC(=O)N1CCSC12C(=O)N(Cc1cccc(C#N)c1)c1ccc(C)cc12 (stereo unspecified)
  -9, -3, .
> COc1cccc(C(=O)COC(=O)C2CC(=O)N(c3ccc(Oc4ccccc4OC)cc3)C2)c1 (stereo unspecified)
  ., -3, -6
> CCOc1ccccc1CNc1nn[nH]n1
  ., -3, -11
> COc1ccccc1C1(CC(=O)N2CCCC2c2nccs2)CC(=O)N(C2CCCC2)C1=O (stereo unspecified)
  -12, -10, 17
> O=C1CCCCCC1C1(O)C(=O)Nc2ccccc21 (stereo unspecified)
  -4, -11, 8
> N#Cc1cccc(S(=O)(=O)Nc2c(F)cccc2N2CCCC2)c1
  ., -6, 8
> Cc1ccc(S(=O)(=O)N2CCN(S(=O)(=O)c3ccc(C)cc3)c3nc4ccccc4nc32)cc1
  1, 0, 0

Laid out differently: 5 of the compounds above
| canonical_smiles | mcGAS inh | hcGAS lum | NPYLR7 ag |
| --- | --- | --- | --- |
| COc1ccccc1C1(CC(=O)N2CCCC2c2nccs2)CC(=O)N(C2CCCC2)C1=O (stereo unspecified) | -12 | -10 | 17 |
| Cc1ccc(C(NC(=O)C2CCN(CCN3C(=O)c4ccccc4C3=O)CC2)c2ccccn2)cc1 (stereo unspecified) | -1 | 1 | -7 |
| CSc1nc2c(c(=O)n(C)c(=O)n2C)n1C | -5 | 1 | 6 |
| Cc1ccc(N2CCN(C(=O)C(C)(C)C)C(C)C2=O)cc1F (stereo unspecified) | -7 | -6 | 23 |
| Cc1ccc(-n2c(-c3ccc(F)cc3)cc(C(=O)N3CCN(C(=O)Cc4cccs4)CC3)c2C)cc1 | -6 | -5 | 24 |

Carrying on.
Every second line gives: mcGAS inh, hcGAS lum, NPYLR7 ag
> COC(=O)C1C(=O)C(C(=O)OC)C(c2ccc(C)cc2)C(C#N)(C#N)C1c1ccc(C)cc1 (stereo unspecified)
  ., -10, -5
> CC(NC(=O)c1cc2c(s1)-c1ccccc1OC2)c1ccc(Br)cc1 (stereo unspecified)
  -4, 1, -10
> CN(C)CCN(Cc1c(-c2ccc(F)cc2)noc1N1CCOCC1)C(=O)c1ccco1
  -1, 0, -9
> C=CCn1c(SCc2nnc(-c3cccs3)o2)nc2scc(C3CC3)c2c1=O
  ., -4, -2
> COc1cc(C)ccc1OCC(=O)N1CCC(NC2CCCC2)CC1
  ., -7, -1
> CCOc1ccc(Br)cc1S(=O)(=O)Oc1cccc2c1OC(C)(C)C2
  ., -10, -5
> Cc1cccc(NC(=O)C2CSCN2C(=O)c2ccco2)c1C (stereo unspecified)
  ., -14, 10
> Fc1ccc(C2(NCCN3CCCCC3)CCOCC2)cc1
  -5, -12, 6
> NC(=O)CC(c1cccc(Oc2ccccc2)c1)n1ccnc1 (stereo unspecified)
  ., -14, 3
> COc1cc(CN2CCC(C(=O)NC(c3ccc(Cl)cc3)c3cnccn3)CC2)cc(OC)c1 (stereo unspecified)
  -3, -4, 34
> O=C(NCC1CCCO1)N/N=C1/CCc2c(Cl)cccc21 (stereo unspecified)
  ., -3, 2
> CCCn1c(-c2ccc(C#N)cc2)nc2ccccc21
  ., 1, 0
> COCCN(Cc1ccc(OC)cc1)c1c(C)nc2ccc(C(=O)NCCOc3ccc(OC)cc3)cn12
  -2, -8, -7
> O=C(Cn1cnc([N+](=O)[O-])n1)NCc1ccco1
  -5, -9, -4
> COc1ccc(-c2nnc3ccc(OCCNC(=O)c4cccs4)nn23)cc1OC
  ., 2, 1
> COC(=O)c1cc(C2CC2)nc2c1c(-c1ccc(Cl)cc1)nn2C1CCS(=O)(=O)C1 (stereo unspecified)
  ., -4, 9
> N#CCN(CC#N)C(=O)CCS(=O)(=O)Cc1ccccc1
  -7, -21, 0
> N#Cc1cccnc1NCc1ccc(N2CCCC2)nc1
  ., -9, 0
> Cc1cc(C)cc(CC(=O)N2CCC2(C)C(=O)NCc2ccc(Cl)cc2)c1 (stereo unspecified)
  -4, -9, 13
> O=C(NN=Cc1ccc([N+](=O)[O-])cc1)c1cc(C23CC4CC(CC(C4)C2)C3)[nH]n1
  -5, -8, -1
> CN(C)S(=O)(=O)CCCN1CCN(CC(O)C(C)(C)C)CC1 (stereo unspecified)
  ., 2, 0
> COc1ccc(-c2cc3c(cn2)nc(NCc2cccc(C)c2)n3C)c(C)c1
  -5, 0, 3
> CCCCNC(=O)C1(C)CCCCN1C(=O)c1sccc1C (stereo unspecified)
  -5, -8, 1
> C=CCN(CC#Cc1ccccc1)C(=O)c1cc2n(n1)CCCN(C)C2
  ., -5, -2
> COc1ccc(-c2nc(COC(=O)c3nnn(-c4ccc(C)c(C)c4)c3C)c(C)o2)cc1
  -9, -9, 5
> O=C1C2CC=CCC2C(=O)N1c1cc([N+](=O)[O-])ccc1F (stereo unspecified)
  -4, -1, -11
> O=C(C1CCC(CNc2c(N3CCOCC3)c(=O)c2=O)CC1)N1CCCCC1 (stereo unspecified)
  -6, -8, 4
> CC(C)NC(=O)N(Cc1ccc(C(F)(F)F)cc1)c1ccc(CC(=O)N2CCCCC2)cc1
  ., -5, 11
> CSC1CCC(N(C)C(=O)c2cccnc2NC(C)C)C1 (stereo unspecified)
  -1, -1, 0
> Cn1cc(C(=O)NCCCc2ccccc2)c2[nH]c(=O)n(-c3ccc(Cl)cc3)c(=O)c21
  ., -10, 1
> COc1ccc(-c2cc3c(=O)n(Cc4nc(-c5ccc(OC)cc5OC)no4)ccn3n2)cc1
  0, 1, -1
> CCOC(=O)CC(=O)NCC1Cc2cc(C(=O)OC)ccc2O1 (stereo unspecified)
  ., -3, 3
> Cc1ccc(-c2nc3ccc(C)cn3c2NC(=O)CC(C)C)cc1
  -8, -8, -6
> COc1ccc(C(=O)NCCOc2ccc3nnc(-c4ccccc4)n3n2)cc1
  -9, -9, -9
> CCc1nc2n(n1)C(=O)C(C(c1cccs1)N1CCN(CC)CC1)S2 (stereo unspecified)
  -7, -3, -6
> O=C(Nc1ccc(N2CCC(Cc3ccccc3)CC2)c(C(=O)NCc2cccnc2)c1)c1ccc2ccccc2c1
  -5, -11, 0
> C[C@H](C(=O)Nc1ccccc1)N1Cc2ccc(-c3cccc(F)c3)nc2C1=O
  -8, -11, 2
> CC(SCCC(=O)Nc1cccc(F)c1)c1ccccc1 (stereo unspecified)
  ., -6, 11
> COc1ccc(NC(=O)Nc2ccc(N3CCN(c4ccccc4OC)CC3)c(C(=O)NCCc3ccccc3)c2)cc1
  -1, -2, -4
> COC(=O)CCc1c(C)c(C#N)c2nc3ccccc3n2c1N1CCCCC1
  ., -12, 13
> COc1nc(-c2ccc(C(F)(F)F)cc2)n(-c2cccc(NC(=O)c3ccc(F)cc3)c2)n1
  -4, -3, 14
> Cc1c(NC(=O)c2ccccc2F)cccc1-c1nc2cc(Cl)ccc2o1
  -3, -4, 1
> Cc1nc(C)c(-c2cc(C(=O)N3CCN(c4ccccc4F)CC3)n[nH]2)s1
  -7, -2, .
> Cc1nc2c(c(C)c1CC(=O)NC1CCC(C)(C)c3ccccc31)c(=O)[nH]n2C (stereo unspecified)
  -14, -5, -1
> COc1ccc(S(=O)(=O)N2CCc3ccccc3C2)cc1N1CCN(C(=O)CCSC)CC1
  -8, -8, 3
> CNC(=O)NC(=O)C(C)N(C)Cc1ccc(Br)o1 (stereo unspecified)
  -12, -6, 0
> Cc1cc(C)n(CCCC(=O)Nc2cnc3n2CCCC3)n1
  -12, -5, 8

Hits appear at their usual frequency; about 0.29% have a hit in one of these screens.
